PI5P4Ka inh – blocks human PI5P4K alpha kinase activity; PI5P4Kalpha enzyme, ADP-Glo luminescence, 60 min; hits give low values; max response, %; 330,000 compounds, 1.2% hits; active means max response of -50% or lower; inconclusive means between -30% and -50%; inactive means -30% or higher; further: value at the top dose of about 77 µM; on the % scale 0 is the no-effect control and ±100 the full control effect
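Reactions run in 0.038 M HEPES pH 7.4, 0.28 mM EGTA, 0.1% CHAPS and 5% DMSO, with PI5P4Kalpha, substrate, compound and 5 microM ATP final, one hour at room temperature. Readout is ADP-Glo luminescence.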
EPAC1 agonist – EPAC1 (human) agonism; EPAC1 agonist qHTS, biochemical assay; response scale: 100% = response to 6.5 mM cAMP; Potency, µM (series often up to 154 µM), for the others: at the top dose activation, hits mostly activators; 360,000 compounds, 0.073% hits; AID 720707; further: potency means the concentration at half of the fitted maximal effect; nearly all actives have a fitted effect of over 60% in size
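Normalized to 6.5 mM cAMP, activity reflects EPAC1-catalysed release of BODIPY-GDP from Rap1B, followed kinetically over 30 min at 480 nm excitation, 540 nm emission. Reaction contained 100 nM EPAC1, 250 nM Rap1B-BODIPY-GDP, 50 uM GDP.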
EPAC1 antagonist – blocks human EPAC1 exchange factor | O95398 | EPAC1 GEF assay, Rap1b-BODIPY-GDP exchange fluorescence | Potency, µM (titrated, usually from 115 µM), for inactives: at the top dose activity change, negative = inhibition, usual class: inhibitors | 360,000 compounds, 0.14% hits;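 further: potency means the concentration at half of the fitted maximal effect; plate controls were vehicle for no effect and positive control for full effect; nearly all actives have a fitted effect of over 50% in size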
EPAC2 antagonist – EPAC2 (human) antagonism; EPAC2 GEF exchange of Rap1B-BODIPY-GDP, fluorescence; Potency, µM (titrated, usually from 114 µM), for the others: at the highest dose activity, negative = inhibition, usual class: inhibitors; 360,000 compounds, 0.18% hits; further: potency means the concentration at half of the fitted maximal effect; on the % scale 0 is the no-effect control and ±100 the full control effect; nearly all actives have a fitted effect of over 45% in size; many of its hits are not listed in these tables
Target sequence (Q8WZA2 whole entry, looked up): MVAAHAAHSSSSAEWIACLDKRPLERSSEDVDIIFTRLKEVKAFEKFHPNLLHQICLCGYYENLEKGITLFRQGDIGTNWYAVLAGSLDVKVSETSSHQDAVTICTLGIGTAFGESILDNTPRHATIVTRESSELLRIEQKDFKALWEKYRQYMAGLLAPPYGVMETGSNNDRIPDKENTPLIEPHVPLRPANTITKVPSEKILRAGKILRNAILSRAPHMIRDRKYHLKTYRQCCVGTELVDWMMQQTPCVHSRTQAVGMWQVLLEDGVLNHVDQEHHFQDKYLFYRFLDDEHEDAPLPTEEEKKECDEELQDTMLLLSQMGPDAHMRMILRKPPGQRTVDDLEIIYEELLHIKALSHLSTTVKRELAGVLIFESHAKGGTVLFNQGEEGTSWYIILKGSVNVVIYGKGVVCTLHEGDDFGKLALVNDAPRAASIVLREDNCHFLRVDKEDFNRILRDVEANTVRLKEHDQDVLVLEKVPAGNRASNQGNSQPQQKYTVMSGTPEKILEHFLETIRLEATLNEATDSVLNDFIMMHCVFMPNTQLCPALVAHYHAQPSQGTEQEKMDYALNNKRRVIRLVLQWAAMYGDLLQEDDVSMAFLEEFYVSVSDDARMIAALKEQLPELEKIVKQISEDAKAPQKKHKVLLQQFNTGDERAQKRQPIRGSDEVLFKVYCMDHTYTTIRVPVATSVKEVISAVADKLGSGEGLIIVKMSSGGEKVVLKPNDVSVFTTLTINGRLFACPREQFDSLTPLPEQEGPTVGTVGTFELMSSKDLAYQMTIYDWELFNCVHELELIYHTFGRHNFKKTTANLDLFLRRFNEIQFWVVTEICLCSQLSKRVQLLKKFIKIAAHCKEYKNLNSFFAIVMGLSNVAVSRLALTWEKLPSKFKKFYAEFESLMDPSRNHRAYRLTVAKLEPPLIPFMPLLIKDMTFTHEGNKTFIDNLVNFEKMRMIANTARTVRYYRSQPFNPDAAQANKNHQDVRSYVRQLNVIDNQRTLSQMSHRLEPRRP
WRN inhibitor – WRN helicase (human) inhibition; Potency, µM (highest dose often 114 µM), inactives show top-dose activity change, negative = inhibition, usual class: inhibitors; AID 651768; WRN helicase unwinding, fluorescent forked duplex, kinetic; 360,000 compounds, 0.46% hits; Q14191; further: potency means the concentration at half of the fitted maximal effect; on the % scale 0 is the no-effect control and ±100 the full control effect; nearly all actives have a fitted effect of over 55% in size
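Kinetic fluorescence helicase assay: unwinding of a quenched forked DNA duplex (100 nM final) with 2 mM ATP final raises red fluorescence (525/598 nm). Compounds sat 15 min at room temperature with 20 nM WRN beforehand.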
CCT modulator – cytosolic chaperonin activity modulation; activity change, % (test concentration not listed), hits read low; purified chaperonin ATPase assay, HTRF ADP detection, 30 min; 360,000 compounds, 0.3% hits; AID 651819; in the data active means activity change below about -30%; further: on the % scale 0 is the no-effect control and ±100 the full control effect
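Enzyme 40 or 20 nM (batch-dependent) in Tris pH 7.4/KCl/MgCl2/DTT; cpd 76 uM single point; ATP 10 uM; 30 min 37 °C; Transcreener ADP HTRF detection, 30 min RT; ratio 665/615.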
PLK1 PBD block – blocks phosphopeptide binding to human PLK1 polo-box domain; P53350; Plk1 PBD binding of FITC phosphopeptide, fluorescence polarization; Potency, µM, inactives show max response, negative = inhibition, hits mostly inhibitors; 360,000 compounds, 2.8% hits; AID 720504; further: potency means the concentration at half of the fitted maximal effect; series mostly up to about 57 µM; on the % scale 0 is the no-effect control and ±100 the full control effect; nearly all actives have a fitted effect of over 65% in size
MmCpn inh – blocks the Methanococcus maripaludis chaperonin Mm-Cpn. purified Mm-Cpn ATPase, ADP Transcreener TR-FRET. Potency, µM (titrated, usually from 76.9 µM), for inactives: at the top dose activity, negative = inhibition, hits mostly inhibitors. 330,000 compounds, 0.031% hits. AID 504842; further: potency means the concentration at half of the fitted maximal effect; on the % scale 0 is the no-effect control and ±100 the full control effect; nearly all actives have a fitted effect of over 80% in size
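ATPase turnover read by TR-FRET ADP competition (Eu cryptate antibody/ADP-d2, 665/590 nm): 10uM ATP final, 25nM Mm-CPN final, 30 min 37degC after 10-min compound preincubation, pH 7.4 Tris/KCl/MgCl2/DTT buffer.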
* = called active by the depositor; ? = inconclusive; . = no result given; [ ] = another dose, or the depositor's remark. Unless noted, the call rests on the fitted dose curve; in most records, active means well fitted curve in the direction sought with a large enough effect; inconclusive means small, poorly fitted or top-dose-only effect, or another doubt; inactive means no such curve, though single readings can be large; an effect the other way counts as inactive or inconclusive. This is a subset, so the mix of outcomes need not match the whole.

Structure	MmCpn inh	EPAC2 antagonist	EPAC1 antagonist	WRN inhibitor	PLK1 PBD block	CCT modulator	PI5P4Ka inh	EPAC1 agonist
c1ccc(CN2CCCC3(CCCN(Cc4nc(COc5ccccc5)no4)C3)C2)cc1 (configuration not stated)	1%	-8%	-2%	-6%	-6%	-4.6	-1	4%
COc1ccccc1OCCN1CSC(=S)N(C)C1	0%	0%	-8%	-13%	-14%	-0.6	4	3%
Cn1cc(CN2CCCC(CO)(Cc3ccccc3)C2)cn1 (configuration not stated)	-1%	2%	4%	3%	5%	-3.8	-2	1%
CC(C)Cc1cc(C(C)(C)C)ccc1OC(=S)N(C)C	-2%	-29%	-11%	-8%	6%	-0.3	16	-18%
CN(CC(=O)Nc1c(Cl)cccc1Cl)C(=O)C1CSC2(C)CCC(=O)N12 (configuration not stated)	1%	9%	10%	4%	-3%	-1.1	8	4%
COc1ccc2c(c1)C(C)CC(C)(C)N2C(=O)CSc1ncn[nH]1 (configuration not stated)	0%	0%[57.1 µM]	1%	-1%	3%	0.4	0	-10%
CC(C)c1ccc(OCCCCCN2CCOCC2)cc1	-1%	8%	4%	2%	5%	1.3	0	-23%
COc1cc(OC)cc(C(=O)NCC(=O)OCC(=O)NCc2ccco2)c1	0%	-5%	-2%	?	-12%	-5.1	-15	-14%
CS(=O)(=O)Oc1ccc(Br)cc1/C=C1/N=C(c2ccco2)OC1=O	0%	20%	10%	1%	?	1.3	2	3%
O=C(NCc1ccccc1)c1ccc2c(c1)C(=O)N(Cc1cccnc1)C2=O	1%	0%	-7%	-1%	-2%	0.0	-2	3%
Cc1ccc(S(=O)(=O)Nc2ccc(C(=O)Nc3cc(C)on3)cc2)cc1	0%	-6%	-3%	-12%	-4%	0.8	.	2%
COc1ccc(-c2cc(C)nc(SCc3cccc(C(=O)O)c3)n2)cc1	2%	1%	-12%	-11%[57.1 µM]	-9%	1.1	-19	-14%

Brought forward from above: two entries, then new ones.
Structure	MmCpn inh	EPAC2 antagonist	EPAC1 antagonist	WRN inhibitor	PLK1 PBD block	CCT modulator	PI5P4Ka inh	EPAC1 agonist
Cc1ccc(S(=O)(=O)Nc2ccc(C(=O)Nc3cc(C)on3)cc2)cc1	0%	-6%	-3%	-12%	-4%	0.8	.	2%
COc1ccc(-c2cc(C)nc(SCc3cccc(C(=O)O)c3)n2)cc1	2%	1%	-12%	-11%[57.1 µM]	-9%	1.1	-19	-14%
Fc1ccc2nc(Nc3ccccc3)sc2c1	-3%	-2%	-5%	-9%	-10%	-1.8	1	0%
COc1ccc(-c2cc(C(=O)OC3CCOC3=O)c3ccccc3n2)cc1 (configuration not stated)	-3%	-10%	-19%	-14%	-8%	-2.6	2	18%
O=C1NC[C@H](Cc2ccc(O)cc2)N(C[C@@H]2CCCN2C[C@H](Cc2ccccc2)N2C[C@H](Cc3ccccc3)N(CC3CCCCC3)C(=O)C2=O)C1=O	.	?	-5%	-4%	-10%	1.0	1	7%
COc1ccc(S(=O)(=O)N2c3ccccc3NC(=O)CC2C)cc1 (configuration not stated)	0%	11%	19%	-9%	-8%	-7.6	2	9%
c1ccc2c(c1)NCC1CCCN21 (configuration not stated)	-13%	-6%	-13%	5%	-24%	-2.3	-6	9%
Cc1cc(C)cc(NC(=O)c2ccc(NC3=NC4CS(=O)(=O)CC4S3)cc2)c1 (configuration not stated)	0%	-6%	-8%	-13%	-14%	2.9	6	-9%
CC(=O)Nc1cccc(NC(=O)C(=O)c2cn(CC(=O)N3CCCC3)c3ccccc23)c1	.	-14%	-17%	0%	-8%	0.5	-14	-6%
O=C(N/N=C/c1cccc2ccccc12)c1cccnc1	0%	5%	?	7%	-7%	-3.3	1	-4%
O=C(NCCc1c[nH]c2ccccc12)C(=O)NCC(c1cccnc1)N1CCN(c2ccccc2)CC1 (configuration not stated)	0%	-7%	-12%	3%	-9%	-2.1	3	3%
C=CCn1c(SCC(=O)Nc2cc(C)on2)nc2sc(C)c(C)c2c1=O	-2%	-14%	5%	2%	-5%	-0.1	4	19%
O=C1CCCCCN1CP(=O)(O)CN1CCCCCC1=O	1%	-2%	3%	-28%	-9%	0.2	3	10%
CCOc1ccccc1NC(=S)N(CCN(C)C)C(C)c1ccncc1 (configuration not stated)	-2%	3%	9%	0%	3%	1.5	-5	4%

Structure	MmCpn inh	EPAC2 antagonist	EPAC1 antagonist	WRN inhibitor	PLK1 PBD block	CCT modulator	PI5P4Ka inh	EPAC1 agonist
Cc1cccc(OCC(=O)N(Cc2ccco2)c2c(N)n(Cc3ccccc3)c(=O)[nH]c2=O)c1	-2%	5%	-4%	-1%	-10%	-0.2	-5	-4%
COc1ccc(C2C(C(=O)N3CCCCC3)CC(=O)N2c2ccc(OC)cc2)cc1 (configuration not stated)	-12%	3%	-1%	-5%	-2%	-0.4	-1	-1%
Cc1ccccc1CN1CCN(S(=O)(=O)c2ccc(F)cc2)CC1	1%	-10%	-7%	-11%	0%	-1.2	-1	16%
COC(=O)C1=C(C)N(C)C(C)=C(C(=O)OC)C1c1ccccn1	0%	5%	3%	-9%	-1%	-3.0	-3	1%
Cc1nn(C)c(C(=O)Nc2ccc3c(c2)OCO3)c1[N+](=O)[O-]	0%	3%	-17%	6%	-8%	-1.0	-5	6%
Cc1cccc(/N=C/c2c(O)n(Cc3ccc4c(c3)OCO4)c(=O)c3ccccc23)n1	0%	7%	-5%	0%	-5%	-4.8	-6	-10%
Cc1cccc(-c2nc(C#N)c(N3CCCCC3)o2)c1	0%	-2%	2%	1%	-11%	-0.6	3	9%
COc1ccc(N(CC(=O)N2CCc3ccccc3C2)S(C)(=O)=O)cc1	-2%	-5%	-4%	8%	-5%	0.9	.	6%
COc1ccccc1N(C)S(=O)(=O)c1ccc(C(=O)N2CCC2)cc1	1%	21%	3%	16%	-1%	-0.3	-7	2%
COc1cccc(-c2csc3nnc(SCC(=O)NCc4cccs4)n23)c1	-5%	5%	7%	8%	-5%	-2.7	.	5%
COc1ccc(C#Cc2c(-c3ccccc3)n(-c3ccccc3)c3ccc(CO)cc23)cc1	-19%	12%	3%	-27%	-17%	-0.7	7	-5%
C[C@@]12C(=O)N(c3ccc(Br)cc3)C(=O)N1[C@@H]1c3ccccc3OC[C@@H]1[C@H]2c1ccccc1	1%	1%	-5%	-6%	-7%	-3.6	8	-7%

Structure	MmCpn inh	EPAC2 antagonist	EPAC1 antagonist	WRN inhibitor	PLK1 PBD block	CCT modulator	PI5P4Ka inh	EPAC1 agonist
CCOc1ccc(-n2ccnc(SCC(=O)Nc3cccc(OC)c3)c2=O)cc1	?	8%	?	-12%	-24%	-1.8	2	5%
CSc1nc(NC(C)(C)C)nc(Oc2ccc(=O)[nH]n2)n1	1%	8%	13%	4%	-4%	-2.2	.	6%
CS(=O)(=O)N1CCC(C(=O)Nc2ccc3c(c2)OCO3)CC1	2%	-1%	3%	-11%	-2%	-5.5	.	3%
Cc1ccc(C2CC(=O)Oc3cc(C)c(Br)c(C)c32)cc1 (configuration not stated)	5%	?	-15%	0%	-5%	-0.5	12	-5%
CCCNC(=S)N1CCC(NC(=O)C2CCCCC2)CC1	0%	8%	-5%	7%	24µM*	-6.0	-21	-1%
O=c1ccc2cc(S(=O)(=O)NCCCc3ccccc3)ccc2[nH]1	0%	1%	1%	-5%	4%	-12	-3	6%
Cc1cccc(C)c1NC(=O)CSc1nnc(-c2ccccc2)n1Cc1ccc2c(c1)OCO2	3%	-2%	-5%	9%	-4%	-0.7	0	8%
CCCn1c(=O)c2ccccc2n2c(SCC(=O)Nc3cc(C)on3)nnc12	1%	8%	3%	-16%	-1%	0.5	-9	-7%
COc1ccc(Nc2c(-c3ccco3)nc3cccc(C)n23)cc1	-4%	-22%	13%	-5%	-5%	-0.7	-1	5%
O=S(=O)(NC1=NCCCCC1)c1cccs1	0%	16%	2%	-16%	-1%	-2.1	.	-3%
O=C(NCCCN1CCN(c2ccc(F)cc2)CC1)Nc1ccc([N+](=O)[O-])cc1	0%	7%	3%	3%	-3%	2.7	6	2%
COc1ccc(CCNC(=O)C/C(C)=N/NC(=O)COc2ccc(C)cc2Br)cc1OC	-1%	-6%	7%	1%	-3%	2.2	-7	-2%

Structure	MmCpn inh	EPAC2 antagonist	EPAC1 antagonist	WRN inhibitor	PLK1 PBD block	CCT modulator	PI5P4Ka inh	EPAC1 agonist
COc1ccc(N(C(C)C(=O)Nc2ccc(S(=O)(=O)N3CCCCC3)cc2)S(C)(=O)=O)cc1 (configuration not stated)	1%	6%	5%	-1%[57.1 µM]	-3%	-2.3	-5	12%
CC(=O)Nc1cccc2c1C(=O)N(c1cccc(OC(C)=O)c1)C2=O	-2%	7%	3%	0%	-12%	-3.1	-11	-13%
CCOc1ccccc1NC(=S)NCc1cccn1C	0%	-1%	-19%	-33%	-14%	-2.8	-3	0%
CCOC(=O)Cc1csc(Nc2ccc(Cl)cc2)n1	-13%	-11%	-10%	-9%	-4%	-2.1	17	-3%
Cc1ccc(C(=O)NCCOc2cccc(C)c2)cc1	0%	-1%	-29%	?	-5%	1.3	6	-4%
Cc1cccn2c(=O)nc(SCC(=O)N3CCC(Cc4ccccc4)CC3)nc12	0%	-8%	6%	-15%	-3%	0.5	-5	9%
CC(C)NC(=O)CSc1ccccc1C(=O)NNC(=O)Cn1ccc(C(F)(F)F)n1	1%	10%	-1%	2%	-13%	-2.7	-4	-4%
O=C(NCCC(=O)N1CCOCCOCCOCCOCC1)OCc1ccccc1	-1%	1%	-13%	-3%	0%	-0.2	4	-2%
Cc1cc(SCC(=O)c2ccccc2)n2nc(C)nc2n1	-3%	1%	?	1%	-25%	0.1	5	10%
COc1cc2c(cc1OC)C(C)N(S(=O)(=O)c1cnc(Cl)c(Cl)c1)CC2 (configuration not stated)	0%	?	-8%	-1%	1%	-0.5	9	7%
CCOc1cc(/C=C2/C(=N)N3N=C(C)SC3=NC2=O)ccc1OS(=O)(=O)c1ccc(C)cc1	1%	-21%	?	-28%	17µM*	-0.4	-20	11%

Screening results from PubChem.
